# Compound activity as filed in PubChem BioAssay.
# TRHR agonist: agonists of human TRH receptor. P34981. TRHR cells, calcium flux fluo-8, FDSS agonist mode. activation, % at 2 µM. actives 0.18% (n = 360,000). AID 493084; in the data active = activation above about 30%; also: 0% is about no effect
#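 Steps: seed TRHR cells overnight; add fluo-8 no-wash Ca dye, RT 30 min–1.5 h; record 10 s baseline; pin-transfer compounds; monitor fluorescence 1 cycle/s for the agonist window. Calcium increases flag candidate agonists.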
# TrxR1 substrate: substrates of rat thioredoxin reductase 1; purified TrxR1 substrate turnover, NADPH consumption readout; AID 588456; Potency, µM (highest dose often 114 µM), without a hit: at the top dose activity change, negative = substrate turnover; O89049; actives 0.01% (n = 390,000); also: potency is read from the fitted curve at half-maximal effect; % is scaled to controls: 0 for no effect and ±100 for the full control effect; nearly all actives have a fitted effect of over 50% in size
#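 Rat TrxR1, dispensed at 90 nM, was prereduced with 400 uM NADPH (final) for 5 min at ~22 deg C, then incubated with compound 15 min before 400 uM selenite. A first-read NADPH fluorescence drop versus no-compound background flagged substrates.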
# USP1 inh: USP1/UAF1 (human) deubiquitinase inhibition. AID 743255. actives 0.23% (n = 390,000). O94782. recombinant USP1/UAF1, Ub-Rhodamine cleavage fluorescence. Potency, µM (doses to about 57.1 µM), for inactives: at the top dose activity change, negative = inhibition, most hits filed as inhibitors; also: potency is read from the fitted curve at half-maximal effect; % is scaled to controls: 0 for no effect and ±100 for the full control effect; nearly all actives have a fitted effect of over 60% in size; inactives centre near -12
# Target sequence (O94782 whole entry, looked up): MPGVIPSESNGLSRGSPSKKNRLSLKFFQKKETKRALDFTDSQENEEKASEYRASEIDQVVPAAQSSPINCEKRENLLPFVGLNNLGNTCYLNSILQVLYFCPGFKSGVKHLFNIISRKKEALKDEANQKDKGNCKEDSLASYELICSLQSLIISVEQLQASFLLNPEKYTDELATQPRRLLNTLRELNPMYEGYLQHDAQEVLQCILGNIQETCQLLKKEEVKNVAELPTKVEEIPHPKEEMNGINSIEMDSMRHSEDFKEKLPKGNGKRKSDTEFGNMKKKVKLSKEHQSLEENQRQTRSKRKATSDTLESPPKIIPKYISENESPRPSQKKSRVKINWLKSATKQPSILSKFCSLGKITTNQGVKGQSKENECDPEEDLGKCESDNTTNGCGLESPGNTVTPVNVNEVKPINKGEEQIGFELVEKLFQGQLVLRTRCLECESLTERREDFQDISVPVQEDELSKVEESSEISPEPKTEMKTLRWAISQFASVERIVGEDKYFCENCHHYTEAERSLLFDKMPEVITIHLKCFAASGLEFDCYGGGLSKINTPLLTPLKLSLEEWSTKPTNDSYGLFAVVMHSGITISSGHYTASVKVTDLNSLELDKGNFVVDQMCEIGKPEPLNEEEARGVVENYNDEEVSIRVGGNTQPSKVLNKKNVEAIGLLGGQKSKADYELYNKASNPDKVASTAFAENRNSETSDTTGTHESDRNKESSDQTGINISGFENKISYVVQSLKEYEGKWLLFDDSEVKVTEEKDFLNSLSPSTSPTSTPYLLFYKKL
#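 In this screen, compounds sit with the deubiquitinase complex (1nM) for 15 min at room temperature before Ub-Rho is added at 150nM final. Fluorescence rise is then followed for 6 reads every 60 seconds.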
# TrxR1 inh: rat TrxR1 inhibition; Potency, µM (series often up to 114 µM), inactives show at the highest dose activity change, negative = inhibition, usual class: inhibitors; O89049; AID 588453; actives 1% (n = 390,000); recombinant rTrxR1, NADPH fluorescence consumption, selenite substrate; also: potency is read from the fitted curve at half-maximal effect; % is scaled to controls: 0 for no effect and ±100 for the full control effect; nearly all actives have a fitted effect of over 65% in size
#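 Rat TrxR1 (90 nM in the dispensed reagent) was pre-reduced with 400 uM NADPH for 5 min at room temperature, then incubated with compound for 15 min. After 400 uM selenite was added, NADPH fluorescence (Ex 340/Em 450 nm) was followed for 8 min.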
# IDH1 R132H inh: human IDH1 R132H inhibition; IDH1-R132H enzyme, NADPH consumption, diaphorase/resazurin fluorescence; Potency, µM (titrated, usually from 76.6 µM), for inactives: at the top dose activity change, negative = inhibition, actives largely listed as inhibitors; actives 0.093% (n = 390,000); AID 602179; also: potency is read from the fitted curve at half-maximal effect; % is scaled to controls: 0 for no effect and ±100 for the full control effect; nearly all actives have a fitted effect of over 65% in size
#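 IDH1-R132H (0.5 ug/mL) preincubated 30 min with compound, then NADPH (0.016 mM) and alpha-KG (2 mM) added; 80 min at RT, pH 7.5. Remaining NADPH coupled via diaphorase/resazurin to fluorescence (540/590 nm); concentration-response curves normalized to no-enzyme control.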
# TRHR PAM: allosterically enhances the human TRH receptor; TRHR cells, fluo-8 calcium fluorescence, EC20 TRH enhancement; enhancement, % at 2 µM; actives 0.66% (n = 360,000); AID 493056; P34981; in the data active = enhancement above about 30%; also: 0% is about no effect
#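 Enhancer read-out: after compound pinning and an initial kinetic agonist-mode read, an EC20 of TRH (10 nM final) was injected and fluo-8 calcium signal (Ex 480/Em 530) followed at 1 s/cycle for 100 cycles in TRHR-expressing cells.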
# D2 ag: D2 dopamine receptor (human) agonism; activation, % at 2 µM; actives 0.53% (n = 340,000); HEK293 T-REx D2 cells, calcium flux agonist mode; AID 485358; P14416;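 active = activation over 3 SD above normal in the single-dose calcium agonist read, cut at about 30% in these data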; also: 0% is about no effect
#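 HEK293 Trex D2 cells, tetracycline-induced, o/n 30 C 5% CO2; no-wash Ca dye, RT 30–90 min; 10-cycle baseline, 23 nl cpd added, kinetic Ca read 180 s; agonist hits = positive Ca response.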
# PI4K2A block: inhibitors of human PI4K2A. Q9BTU6. purified PI4K2A, ADP-Glo luminescence, 1 h; hits give low values. activity change, negative = inhibition, % at 76.9 µM. actives 0.13% (n = 420,000). AID 1346378; in the data active = activity change below about -50%; inconclusive = mostly about -30% to -49%;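 also: -100% = wells without enzyme as full effect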
#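 Compounds are screened against recombinant PI4K2A using PI as substrate and ATP, the latter dispensed at 300 microM. Reactions run one hour at ambient temperature before ADP-Glo detection; full inhibition defined by wells lacking enzyme.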
# D2 antag: D2 dopamine receptor (human) antagonism; HEK293 TREx D2 cells, calcium flux, dopamine EC80; inhibition, % at 10 µM; actives 2% (n = 340,000); AID 485344; in the data active = inhibition above about 30%; also: 0% is about no effect
#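 Dopamine at EC80 is the agonist stimulus; test compounds precede it by 180 s. Calcium flux read kinetically in a force-coupled, inducible HEK293 T-REx D2 cell line.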
# * marks the source's active call; other numbers are inactive results; ? = inconclusive; · = not tested or not shown; [ ] = another dose, or the depositor's remark. Unless noted, calls follow the shape of the dose curve; as a rule, active = well fitted inhibition curve with a large enough effect; inconclusive = small, poorly fitted or top-dose-only effect; inactive = no such curve, though single readings can be large or run the other way. Compounds were not picked by outcome; 3.9% or so of the library scored in one or more.
# Every second line gives: TRHR agonist	IDH1 R132H inh	TrxR1 inh	PI4K2A block	USP1 inh	D2 ag	D2 antag	TRHR PAM	TrxR1 substrate
1	COc1ccc(C(=O)NC(Cn2ccnc2)C(C)(C)C)cc1OC1CCN(C(C)C)CC1 (stereo unspecified)
    1.3	8%	1%	2	-14%	0.9	-6	0	-1%
2	COc1ccc(Cl)cc1S(=O)(=O)Oc1ccc(NC(C)=O)cc1
    0.5	0%	-16%	-20	4%	0.8	-10	-3	-13%
3	CC(C)CNS(=O)(=O)c1cc(C(=O)OCC(=O)N(C)C2CCS(=O)(=O)C2)c(Cl)cc1Cl (stereo unspecified)
    -0.3	13%	17%	-3	-22%	1.3	-9	-2	3%
4	CC1CCCN(c2ccc(C(=O)OCn3nnc4ccccc4c3=O)cc2[N+](=O)[O-])C1 (stereo unspecified)
    -1.3	0%	-27%	2	-1%	-0.9	-11	4	-14%
5	Brc1cccc(-c2cnc3n2CCCCC3)c1
    -0.7	3%	2%[57.1 µM]	5	-18%	-1.2	-8	-5	8%
6	O=C(Nc1ccc(-c2nnc3n2CCCCC3)cc1)c1cnccn1
    -0.4	0%	1%	-2	-4%	0.3	10	-3	-4%
7	Cc1oc2ccc(O)c(CN3CCN(Cc4ccccc4)CC3)c2c1C(=O)Nc1ccccc1
    0.4	0%	5%	4	-14%	0.1	·	-1	-4%
8	Cc1ccc(-n2nc3c(=O)n(CCCC(=O)NCc4ccccc4Cl)nc(C)c3c2C)cc1
    -0.4	4%	23%	5	-20%	0.4	8	0	4%
9	COc1cccc(Nc2nc(-c3ccccc3)c3cc(C)ccc3n2)c1
    0.3	-7%	-8%	1	-16%	0.9	·	8	-7%
10	COc1ccc(OC)c(NC(=O)c2cc3c(=O)oc4ccccc4c3s2)c1
    -0.2	0%	8%	6	?	1.0	·	1	-7%[2.29 µM]
11	COc1cc(CN(C(C)=O)c2ccccc2C(=O)O)ccc1[N+](=O)[O-]
    ·	5%	2%[11.4 µM]	-5	-16%	·	·	·	-7%[11.4 µM]
12	COc1cc2c(cc1OC)CN(c1ncccc1[N+](=O)[O-])CC2
    -0.4	-6%	-5%[11.4 µM]	3	-6%	·	·	-1	-1%[11.4 µM]
13	COC(=O)CCCNC(=O)c1ccc(S(=O)(=O)NCc2ccco2)cc1
    -0.1	0%	6%	1	-17%	·	·	3	-1%[57.1 µM]
14	O=C(O)COc1nsnc1N1CCOCC1
    -0.3	1%	19%[57.1 µM]	3	-8%	0.1	-6	10	11%[57.1 µM]
15	Cc1nn(CC(=O)Nc2nccs2)c(C)c1[N+](=O)[O-]
    0.8	10%	30%	-3	-12%	-1.0	-5	11	5%
16	COc1cc(CN2CCc3nc(N4CCN(c5ccccn5)CC4)ncc3C2)cc(OC)c1OC
    -0.4	-12%	19%[57.1 µM]	-1	-18%	3.3	·	-1	4%[57.1 µM]
17	COc1cc(OC)c2cc(C(=O)N[C@@H](Cc3ccccc3)C(=O)O)n(C)c2c1
    0.3	-1%	2%	-2	-16%	-0.3	3	-1	14%
18	CCOC(=O)c1cnn(-c2ncnc3c2cnn3C)c1N
    0.1	1%	14%[11.4 µM]	2	-14%	1.7	-6	3	11%[57.1 µM]
19	CCOc1ccc(Nc2nc3c(c(=O)[nH]2)CCCC3)cc1
    -0.5	11%	-4%	-2	-1%	·	·	-2	-5%
20	Cc1c(N2C(=O)CS/C2=N\N=C\c2ccccc2O)c(=O)n(-c2ccccc2)n1C
    -0.3	4%	-7%	-1	-4%	-1.2	13	0	-5%
21	Cc1cc(C)c(C)c(S(=O)(=O)Nc2cccc(S(=O)(=O)Nc3ccccc3C(=O)O)c2)c1C
    ·	?	25%[57.1 µM]	-8	-9%	·	·	·	13%[57.1 µM]
22	Cc1cc(C(=O)NC2CCC(O)CC2)c(C)o1 (stereo unspecified)
    ·	2%	7%	1	-25%	·	·	·	4%
23	O=C(O)c1ccccc1NS(=O)(=O)c1cccc(N=Nc2c(O)[nH]c(=S)[nH]c2=O)c1
    -0.3	0%	-9%	-2	-18%	0.6	-8	-5	-6%
24	CCO[C@H]1OC(C(=O)N2CCOCC2)=C[C@@H](c2ccc(Br)cc2)[C@@H]1CCCO
    -0.4	-13%	7%	-3	-19%	0.7	8	-1	5%[57.1 µM]
25	COc1ccc(CCNC(=O)c2ccc(Cn3c(=O)[nH]c4cc(OC)c(OC)cc4c3=O)cc2)cc1OC
    -0.3	-8%	8%	-3	-13%	-1.0	·	-5	-3%[2.29 µM]
26	Cc1ccc(CNc2nc3nc(C)c(Cl)c(C)n3n2)cc1
    -0.5	-12%	12%	4	-7%	0.3	·	7	15%
27	CCCCC(=NCCO)C1=C(O)C(C(=O)OC)C(C)(C)CC1=O (stereo unspecified)
    -0.3	-3%	3%	-1	3%	-0.3	5	-4	-4%
28	CC1CC(=O)c2cnc(N3CCOCC3)nc2C1 (stereo unspecified)
    0.9	-3%	-4%	-5	-2%	0.4	-6	3	2%[57.1 µM]
29	Cc1ccccc1-c1nn(-c2ccc(F)cc2F)cc1CNCCCO
    0.5	4%	3%[57.1 µM]	-8	-15%	0.1	-1	-3	6%
30	CCOC(=O)c1c(C)[nH]c(C)c1S(=O)(=O)N1CCC(C(=O)Nc2cc(C)ccn2)CC1
    0.0	0%	17%[57.1 µM]	2	-23%	0.0	·	1	5%[57.1 µM]
31	CC/C(=N/NS(=O)(=O)c1ccc(Cl)cc1)c1ccc(O)cc1
    -0.5	6%	-5%	-1	-13%	-0.6	-9	2	-3%
32	Cc1ccc(C(=O)OCc2nnc(-c3ccc(Br)cc3)o2)cc1
    0.7	3%	14%	4	-14%	-8.5	-21	-2	5%
33	Cc1cccc(NC(=O)C2(c3cccs3)CCOCC2)c1
    -0.7	22%	10%[57.1 µM]	-5	-5%	-1.8	16	2	9%
34	Cc1nn(CCCC(=O)NCCc2ccccc2)c(=O)c2nn(-c3ccccc3)c(C)c12
    0.5	1%	22%[57.1 µM]	-7	-4%	-0.1	0	-10	4%[57.1 µM]
35	COc1ccc(NC(C)=O)cc1NC(=O)CN1CCN(C(=O)c2ccco2)CC1
    -0.1	1%	16%	3	-13%	3.2	6	13	9%
36	CCCCS(=O)(=O)NC1=NCN(Cc2ccco2)CN1
    0.9	4%	-12%	4	-3%	0.5	3	-9	4%
37	S=C(NCC1CCCO1)N1CCN(c2ccccc2)CC1 (stereo unspecified)
    0.0	0%	25%[57.1 µM]	0	-16%	0.3	0	-1	9%
38	COc1ccccc1NC(=O)C/C(N)=N/OCC(=O)Nc1cccc(Cl)c1
    ·	7%	-2%	0	-14%	·	·	·	-4%
39	Cc1cc(/C=N/O)c(C)n1-c1ccccc1
    -0.3	4%	-21%	-2	-15%	-1.1	-8	23	-9%
40	COc1ccc(N2CCN(CCCNC(=O)c3nnc(Cc4ccccc4Cl)o3)CC2)cc1
    -0.3	-7%	4%	3	-16%	-0.2	·	-5	-4%
41	CCN(C(=O)COC(=O)c1ccc2[nH]c(C)c(C)c2c1)c1c(N)n(Cc2ccccc2)c(=O)[nH]c1=O
    ·	1%	-17%	-3	-10%	·	·	·	-2%
42	Cc1ccc(NC(=O)Cn2cc(S(=O)(=O)Cc3ccccc3)c3ccccc32)cc1C
    -1.1	7%	2%	-2	-19%	-3.0	·	5	-3%
43	COc1cc(N2C(=O)c3ccccc3C2=O)c(Cl)cc1C(=O)OCC(=O)N1CCOCC1
    -0.4	4%	7%	4	1%	-0.2	6	-2	-6%
44	C[C@@H](C(=O)NCCc1c[nH]c2ccccc12)[C@@H]1C[C@@]1(C)[C@@H](NC(=O)OCc1ccccc1)c1ccccc1
    -0.8	-9%	20%	3	-16%	-2.6	10	2	-4%
45	O=C(Nc1ccccc1N1CCCC1)c1ccc(N2CCCC2=O)cc1
    0.3	5%	-8%	1	-18%	-0.5	-9	-7	3%
46	Cc1sc2nc(CN(C(=O)NC3CCCCC3)C3CCCCC3)[nH]c(=O)c2c1C
    -0.9	10%	38%	-3	?	1.1	4	-3	17%
47	Cc1cc(NC(=O)c2ccc(C(C)(C)C)cc2)no1
    ·	6%	7%	-1	-13%	·	·	·	5%
48	CCCC(CCC)C(=O)Nc1cccc(-c2cn3c(n2)SCC3)c1
    -0.5	-5%	5%	-2	-19%	-1.1	13	-4	-6%
49	O=C(O)c1sc2cc(C(F)(F)F)cnc2c1-c1ccccn1
    0.4	10%	17%[57.1 µM]	3	-21%	1.1	14	8	0%[57.1 µM]
50	COc1cc(OC)c(C(=O)NNC(=O)CN(C)S(=O)(=O)c2ccc(Cl)cc2)cc1OC
    0.4	1%	-5%	-1	?	-0.2	-5	0	-4%
51	CC(C(=O)OCC(=O)N1CCN(c2ccccc2)CC1)N1C(=O)c2ccccc2C1=O (stereo unspecified)
    -0.5	-7%	24%	-3	-5%	0.6	6	-7	0%
52	Cc1ccc2c(c1)-c1c(ssc1=S)C(C)(C)N2C(=O)CN1C(=O)c2ccccc2C1=O
    -0.1	5%	4%	11	-24%	0.6	-33	-3	-1%
53	Cc1cc(NC(=O)CSCc2nc(-c3cccc(Cl)c3)oc2C)no1
    -0.4	15%	14%	2	-15%	0.9	17	1	3%

# Ordered by SMILES length (smallest number first): part of the list above.
# Every second line gives: TRHR agonist	IDH1 R132H inh	TrxR1 inh	PI4K2A block	USP1 inh	D2 ag	D2 antag	TRHR PAM	TrxR1 substrate
46	Cc1sc2nc(CN(C(=O)NC3CCCCC3)C3CCCCC3)[nH]c(=O)c2c1C
    -0.9	10%	38%	-3	?	1.1	4	-3	17%
34	Cc1nn(CCCC(=O)NCCc2ccccc2)c(=O)c2nn(-c3ccccc3)c(C)c12
    0.5	1%	22%[57.1 µM]	-7	-4%	-0.1	0	-10	4%[57.1 µM]
44	C[C@@H](C(=O)NCCc1c[nH]c2ccccc12)[C@@H]1C[C@@]1(C)[C@@H](NC(=O)OCc1ccccc1)c1ccccc1
    -0.8	-9%	20%	3	-16%	-2.6	10	2	-4%
